EP2 mod: modulators of human EP2 prostaglandin E2 receptor | P43116 | EP2-expressing cells, cAMP HTRF FRET, PGE2 co-stimulation | induction, % at 25 µM | hit rate 0.83% among 260,000;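 active means compounds whose cAMP rise, as percent of the full-agonist control response, exceeds 60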;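 further: rat C6 glioma line stably carrying human EP2 under a CMV promoter; the protocol text gives 20 µM as final concentration; 100% = response of wells given 1 µM PGE2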
Target sequence (P43116 whole entry, looked up): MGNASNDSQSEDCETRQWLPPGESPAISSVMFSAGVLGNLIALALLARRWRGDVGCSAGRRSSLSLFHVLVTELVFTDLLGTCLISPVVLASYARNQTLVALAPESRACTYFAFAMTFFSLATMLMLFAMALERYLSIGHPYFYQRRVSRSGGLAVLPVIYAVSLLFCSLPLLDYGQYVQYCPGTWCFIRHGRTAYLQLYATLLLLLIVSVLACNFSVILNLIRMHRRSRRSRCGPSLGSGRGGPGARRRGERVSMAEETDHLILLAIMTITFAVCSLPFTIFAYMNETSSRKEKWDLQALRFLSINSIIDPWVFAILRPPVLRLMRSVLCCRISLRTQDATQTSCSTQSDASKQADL
PGE2 EP2 inh: inhibitors of human EP2 prostaglandin E2 receptor; AID 1422; P43116; hit rate 0.52% among 260,000; C6 glioma cells expressing human EP2, cAMP TR-FRET; cells stimulated with saturating PGE2; inhibition, % at 25 µM;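 active means percent inhibition above 40 after rounding to a whole number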;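 further: rat C6 glioma host cells with rolipram phosphodiesterase inhibitor present; the protocol text gives 20 µM as final concentration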
The depositor's hits bear a star.

Preview, three compounds:
`CCN(CC)CCN1C(=O)C(=O)/C(=C(\O)c2cccc(OC)c2)C1c1ccc(C)o1` (configuration not stated) gave EP2 mod 2 and PGE2 EP2 inh 9.
`CCC(CC)c1nnc(NC(=O)c2ccc(OC)c(OC)c2)s1` gave EP2 mod -48 and PGE2 EP2 inh 16.
`NC(Cc1cccc(-c2ccccc2CP(=O)(O)O)c1)C(=O)O` (configuration not stated) gave EP2 mod 36 and PGE2 EP2 inh 11.

Results, from the first entry:
`CCN(CC)CCN1C(=O)C(=O)/C(=C(\O)c2cccc(OC)c2)C1c1ccc(C)o1` (configuration not stated) gave EP2 mod 2 and PGE2 EP2 inh 9.
`CCC(CC)c1nnc(NC(=O)c2ccc(OC)c(OC)c2)s1` gave EP2 mod -48 and PGE2 EP2 inh 16.
`NC(Cc1cccc(-c2ccccc2CP(=O)(O)O)c1)C(=O)O` (configuration not stated) gave EP2 mod 36 and PGE2 EP2 inh 11.
Screening CC(C)c1nc2ccccc2c2nn(Cc3cc4c(cc3Cl)OCO4)c(=O)n12 returned EP2 mod -45 and PGE2 EP2 inh 6.
For Cc1ccc(-c2cc(C(=O)NC(C)C)no2)cc1 the results were EP2 mod -66 and PGE2 EP2 inh 9.
CCn1c(SCC(=O)Nc2c(C)cccc2C)nc2sc(C)c(C)c2c1=O was read as EP2 mod -14 and PGE2 EP2 inh 9.
Screening [Li+] returned EP2 mod 23 and PGE2 EP2 inh 7.
`O=C(NCCNC(=O)c1ccco1)c1cccc(Cl)c1` gave EP2 mod 9 and PGE2 EP2 inh 7.
O=C(Nc1ccc(S(=O)(=O)N2CCCCC2)cc1)c1cc(Cl)ccc1Cl was read as EP2 mod -41 and PGE2 EP2 inh 10.
For COc1ccc(S(=O)(=O)N2CCN(C(=O)c3c(OC)cccc3OC)CC2)cc1 the results were EP2 mod -23 and PGE2 EP2 inh 7.
`CCOC(=O)C(=CNc1ccccn1)C(=O)OCC` gave EP2 mod 9 and PGE2 EP2 inh 10.
For COc1ccc(S(=O)(=O)N2CCCC(C(=O)NCCc3ccccc3)C2)cc1 (configuration not stated) the results were EP2 mod -24 and PGE2 EP2 inh 15.
Screening CC(=O)O[C@@H]1CC2C(C)(C)C(=O)C=C[C@]2(C)C2CC[C@@]3(C)[C@H](c4ccoc4)OC(=O)[C@H]4O[C@]43[C@@]21C (some centres not stated) returned EP2 mod -4 and PGE2 EP2 inh 12.
For O=C(O)CCCC(=O)Nc1ccc(N2CCCCC2)cc1 the results were EP2 mod 19 and PGE2 EP2 inh 8.
Screening COC(=O)c1c(NC(=O)c2nc3ncccn3n2)sc2c1CCCCC2 returned EP2 mod -15 and PGE2 EP2 inh 7.
Screening Cc1c(NC(=O)c2cc3nc(-c4ccco4)cc(C(F)(F)F)n3n2)c(=O)n(-c2ccccc2)n1C returned EP2 mod 30 and PGE2 EP2 inh 17.
Screening Clc1ccccc1C(c1nnnn1C1CCCC1)N1CCN(Cc2ccc3c(c2)OCO3)CC1 (configuration not stated) returned EP2 mod -1 and PGE2 EP2 inh 6.
For Cc1cccn2cc(-c3cccc(NC(=O)CCC(=O)O)c3)nc12 the results were EP2 mod -7 and PGE2 EP2 inh 12.
`COc1ccc(-c2csc(Nc3ccc(N)cc3)n2)cc1C` gave EP2 mod -98 and PGE2 EP2 inh 16.
Cc1cc2c(cc3c(=O)n(CC(=O)N(Cc4ccncc4)C4CC4)nc(C)n32)o1 was read as EP2 mod -12 and PGE2 EP2 inh 6.
Screening Cc1cccc2cc(CN(Cc3cccnc3)C(=O)NC3CCCCC3)c3nnnn3c12 returned EP2 mod -22 and PGE2 EP2 inh 9.
Screening CNC(=O)C1CCN(C(=O)c2ccccc2Cl)CC1 returned EP2 mod -2 and PGE2 EP2 inh 11.
Cc1ccc(-n2c(COc3cccc4ccccc34)nnc2SC(C)C(=O)O)cc1 (configuration not stated) was read as EP2 mod -82 and PGE2 EP2 inh 19.
O=C(CSc1nnc(-c2ccccc2Br)o1)Nc1nccs1 was read as EP2 mod 3 and PGE2 EP2 inh 4.
Screening Cc1ccc2[nH]c(=O)c(CN(CCCN3CCOCC3)Cc3nnnn3C3CCCCC3)cc2c1 returned EP2 mod 4 and PGE2 EP2 inh 9.
For CC(=O)Nc1ccc(CN2CCc3c(nc(N4CCC(C)CC4)[nH]c3=O)C2)cc1 the results were EP2 mod -40 and PGE2 EP2 inh 10.
For CC(=O)Nc1nc2ncc(C=O)nc2c(=O)[nH]1 the results were EP2 mod 13 and PGE2 EP2 inh 17.
COC(=O)c1c(NC(=O)c2cc3ccccc3o2)sc2c1C(C(=O)OC)CC2 (configuration not stated) was read as EP2 mod 31 and PGE2 EP2 inh 9.
Screening Cc1nn(Cc2ccc(F)cc2)c(C)c1NC(=O)c1cc2nc(-c3ccco3)cc(C(F)(F)F)n2n1 returned EP2 mod -90 and PGE2 EP2 inh 5.
`CCn1c(SCC(=O)c2ccccc2)nnc1-c1ccco1` gave EP2 mod -13 and PGE2 EP2 inh 12.
C=CCOc1ccccc1CN1CCc2c(nc(C)[nH]c2=O)C1 was read as EP2 mod -23 and PGE2 EP2 inh 6.
`CCc1ccc2nc(SCC(=O)Nc3ccccc3F)c(C#N)cc2c1` gave EP2 mod 0 and PGE2 EP2 inh 8.
Cc1ccc(CN(CCCn2ccnc2)Cc2cnc(N(C)C)nc2)s1 was read as EP2 mod 15 and PGE2 EP2 inh 5.
Cc1cc2cc(CN(C3CCCC3)C(c3nnnn3Cc3ccco3)C(C)C)c(=O)[nH]c2cc1C (configuration not stated) was read as EP2 mod 5 and PGE2 EP2 inh 13.
`O=C(c1cccc2nccnc12)N1CC[C@@H](c2ccccc2)[C@H](O)C1` gave EP2 mod -38 and PGE2 EP2 inh 3.
For Cc1nn(CC(=O)Nc2ccccc2-c2ccccc2)c(=O)c2cc3occc3n12 the results were EP2 mod 7 and PGE2 EP2 inh 5.
CCCN(C(=O)CC)c1nnc(-c2ccc(OCC)cc2)s1 was read as EP2 mod -35 and PGE2 EP2 inh 9.
Screening Cc1ccc(-c2nc(C(N)=O)c3[nH]c(=O)n(CCc4ccccc4)c3n2)cc1 returned EP2 mod -9 and PGE2 EP2 inh 12.
CCOc1ccc(NC(=O)N2CCCC2C(=O)Nc2cccc(NC(C)=O)c2)cc1 (configuration not stated) was read as EP2 mod 6 and PGE2 EP2 inh 9.
`COc1cccc(OC)c1C(=O)N1CCN(c2ccccc2F)CC1` gave EP2 mod -19 and PGE2 EP2 inh 9.
O=C(Cc1c(F)cccc1Cl)Nc1ncccn1 was read as EP2 mod -11 and PGE2 EP2 inh 9.
Screening COCCNC(=O)Cn1nc(-c2ccccc2F)ccc1=O returned EP2 mod -31 and PGE2 EP2 inh 8.
Cn1c(=O)c2[nH]c(CCC(=O)O)nc2n(C)c1=O was read as EP2 mod 21 and PGE2 EP2 inh 13.
CC(=O)Oc1cccc(O)c1 was read as EP2 mod 0 and PGE2 EP2 inh 13.
For C=CC[N+]1(CC(=O)OC)CC[N+](CC=C)(CC(=O)OC)CC1 (configuration not stated) the results were EP2 mod 2 and PGE2 EP2 inh 8.
Cc1ccc(NC(=O)N2CCCC2C(=O)NCC2CCCCC2)cc1 (configuration not stated) was read as EP2 mod 2 and PGE2 EP2 inh 9.
`COc1cc(OC)cc(C(=O)N(CCc2ccccc2C)Cc2cc3ccc(C)c(C)c3[nH]c2=O)c1` gave EP2 mod 4 and PGE2 EP2 inh 8.
`CC(=O)c1ccc(N(C(=O)Cc2cccs2)C(C(=O)NC2CCCC2)c2cccs2)cc1` (configuration not stated) gave EP2 mod 29 and PGE2 EP2 inh 6.
For Cc1cccc(NC(=O)Cn2cnc3sc(C)c(C)c3c2=O)c1C the results were EP2 mod -9 and PGE2 EP2 inh 10.
CCc1cc2ccc(OC)cc2nc1SCC(=O)Nc1ccccc1Cl was read as EP2 mod 29 and PGE2 EP2 inh 9.
For CCn1nnnc1SCC(=O)Nc1cccc(C(C)=O)c1 the results were EP2 mod -7 and PGE2 EP2 inh 5.
`O=C(O)c1ccccc1NCn1c(=S)sc2ccccc21` gave EP2 mod 32 and PGE2 EP2 inh 11.
Screening Cc1cccc(C2CC3(CC(C)(C)NC(=S)N3)Oc3c2ccc(O)c3O)c1 (configuration not stated) returned EP2 mod -93 and PGE2 EP2 inh 13.
`CS(=O)(=O)N1CCN(c2ccc(NC(=O)c3ccc(F)cc3)cc2)CC1` gave EP2 mod -13 and PGE2 EP2 inh 11.
Screening O=C1CC(C(=O)N(Cc2ccco2)C(C(=O)NC2CCCCC2)c2ccncc2)CS1 (configuration not stated) returned EP2 mod 1 and PGE2 EP2 inh 8.
`C=Cn1ncc(CN2CCC(O)(c3ccc4c(c3)OCO4)CC2)c1C` gave EP2 mod -9 and PGE2 EP2 inh 8.
CC(C)NC(=O)C1CCCN1C(=O)Nc1ccccc1F (configuration not stated) was read as EP2 mod 6 and PGE2 EP2 inh 10.
`CCCn1c(NC2CCCCC2)nc2c1c(=O)n(C)c(=O)n2C` gave EP2 mod -6 and PGE2 EP2 inh 7.
For Oc1cc2ccccc2cc1-c1n[nH]c(=S)n1-c1ccccc1 the results were EP2 mod 14 and PGE2 EP2 inh 4.
For O=[N+]([O-])c1sc2ccccc2c1NCCO the results were EP2 mod -40 and PGE2 EP2 inh 11.
For O=C(NC1CCCCC1)C1CC(c2c(F)cccc2Cl)=NO1 (configuration not stated) the results were EP2 mod -20 and PGE2 EP2 inh 8.
For Cc1cc(C)c2c(c1)cc(C)c1nn(CC(=O)N3CCC(C(N)=O)CC3)c(=O)n12 the results were EP2 mod -18 and PGE2 EP2 inh 11.
Screening CCOC(=O)C1=C(C)NC(C)=C(C(=O)OCC)C1c1cccc(OC)c1 returned EP2 mod 36 and PGE2 EP2 inh 8.
CN(C)CCCN(Cc1ccco1)Cc1cn[nH]c1C(C)(C)C was read as EP2 mod -12 and PGE2 EP2 inh 8.
`CC(C)(C)c1nnc(NC(=O)c2ccccc2Br)s1` gave EP2 mod 1 and PGE2 EP2 inh 16.
COc1ccc(NC(=O)CSc2nc3sc(C)c(C)c3c(=O)n2-c2ccc(OC)cc2)cc1 was read as EP2 mod -4 and PGE2 EP2 inh 6.
`COc1cc(SC)ccc1C(=O)N1CCN(C(=O)c2ccco2)CC1` gave EP2 mod -34 and PGE2 EP2 inh 7.
For Cn1cc(C(O)CN2CCC(O)(c3ccc(C(F)(F)F)cc3)CC2)c2ccccc21 (configuration not stated) the results were EP2 mod -73 and PGE2 EP2 inh 7.
`CCC(CC)C(=O)Nc1nnc(C(C)C)s1` gave EP2 mod 14 and PGE2 EP2 inh 9.
For CCC(c1nnnn1Cc1ccco1)N(Cc1cc2ccc(C)c(C)c2[nH]c1=O)C1CCCC1 (configuration not stated) the results were EP2 mod 20 and PGE2 EP2 inh 13.
COc1ccc(CN2CCN(Cc3ccc(OC)c(OC)c3)CC2)cc1OC was read as EP2 mod -20 and PGE2 EP2 inh 15.
Cc1ccccc1OCC(O)Cn1c(NN)nc2c1c(=O)n(C)c(=O)n2C (configuration not stated) was read as EP2 mod -23 and PGE2 EP2 inh 5.
For CCNc1nc2c(c(=O)n(C)c(=O)n2C)n1Cc1ccccc1Cl the results were EP2 mod -48 and PGE2 EP2 inh 10.
`COC(=O)c1cc(-c2cccc(Cl)c2Cl)no1` gave EP2 mod -18 and PGE2 EP2 inh 8.
Screening O=c1c(O)c(-c2ccc(O)c(O)c2)oc2c(O[C@@H]3O[C@H](CO)[C@H](O)[C@@H](O)[C@H]3O)c(O)cc(O)c12 returned EP2 mod 2 and PGE2 EP2 inh 9.
COc1ccc(CNC(=O)C2CCN(S(=O)(=O)c3ccc(OC)c(C)c3)CC2)cc1 was read as EP2 mod -22 and PGE2 EP2 inh 8.
For CC[n+]1c(/C=C2\Sc3cc(C)ccc3N2C)ccc2ccccc21 the results were EP2 mod -44 and PGE2 EP2 inh 45*.
CCn1c(SCC(=O)Nc2ccccc2)nnc1-c1ccoc1C was read as EP2 mod -13 and PGE2 EP2 inh 3.
Screening CCc1nnc(NC(=O)CSc2nc3sc(C)c(C)c3c(=O)n2CCc2ccccc2)s1 returned EP2 mod 27 and PGE2 EP2 inh 5.
For O=C(NCCN1CCC(O)(c2ccc(F)cc2)CC1)c1c(F)cccc1F the results were EP2 mod -1 and PGE2 EP2 inh 9.
`O=c1[nH]c(C2CCNCC2)nc2c1nnn2Cc1ccccc1Cl` gave EP2 mod -11 and PGE2 EP2 inh 6.
`Cc1nc2sc3c(c2c2nnc(SCC(=O)Nc4ccc5c(c4)OCCO5)n12)CCCC3` gave EP2 mod -21 and PGE2 EP2 inh 4.
COc1ccc2c(c1)c(CN1CCN(Cc3ccccc3OC)CC1)cn2CC(N)=O was read as EP2 mod -29 and PGE2 EP2 inh 5.
Screening COCCNC(=S)N1CCN(c2nc(-c3ccc(Cl)cc3)cs2)CC1 returned EP2 mod -33 and PGE2 EP2 inh 3.
COc1ccccc1CC(C)NC(=O)c1ccc2c(c1)NC(=O)C(C)(C)O2 (configuration not stated) was read as EP2 mod -49 and PGE2 EP2 inh 5.
Cc1ccc(C(=O)N(CC(=O)NC2CCCC2)c2ccc(Cl)cc2)s1 was read as EP2 mod -23 and PGE2 EP2 inh 7.

4 entries picked at random from the list so far:
`COc1cc(OC)cc(C(=O)N(CCc2ccccc2C)Cc2cc3ccc(C)c(C)c3[nH]c2=O)c1` gave EP2 mod 4 and PGE2 EP2 inh 8.
Cc1ccc(-n2c(COc3cccc4ccccc34)nnc2SC(C)C(=O)O)cc1 (configuration not stated) was read as EP2 mod -82 and PGE2 EP2 inh 19.
For CCNc1nc2c(c(=O)n(C)c(=O)n2C)n1Cc1ccccc1Cl the results were EP2 mod -48 and PGE2 EP2 inh 10.
`COc1cccc(OC)c1C(=O)N1CCN(c2ccccc2F)CC1` gave EP2 mod -19 and PGE2 EP2 inh 9.

Screening data as filed in PubChem BioAssay.

These rows are one share of the data (hit frequency here may not be typical).
